Bioassay records (PubChem)
Xi reactivation: activators of inactive X chromosome reactivation, primary screen, imaging, XiGFP fibroblasts, GFP high-content imaging, set 2; XiGFP mouse fibroblasts, % GFP-positive cells imaging, 3 d; cells co-treated with 5-aza-dC sensitizer; scaled so ellipticine positive control = 100%; activation, % at 7.58 µM; 360,000 tested, 0.055% active;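 active means mean normalized replicate activation at least 10% and every replicate at or above 10%; inconclusive means only one of the two criteria met; inactive means mean below 10% and not all replicates reach 10%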;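 further: 0% = median of on-plate neutral control wells and 100% = ellipticine 6 µM median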
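System: XiGFP fibroblasts, SV40-immortalized. Medium: DMEM plus 5-aza-dC sensitizer. Doses: single point. Timing: 3 d treatment, 15 min room-temperature fixation. Control set: ellipticine 6 µM.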
EWS-Fli inh: EWS/Fli-driven NR0B1 reporter inhibitors, primary screen, A673 cells, NR0B1 luciferase, luminescence, MLPCN library; inhibition, % at 12.6 µM; 350,000 tested, 0.67% active; viability-normalised; AID 651661, 2012;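 active means mean inhibition of at least 50% after viability correction, with every replicate also passing that limit; inconclusive means mean reaches 50% but only one of two replicates passes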;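 further: firefly luciferase signal divided by Alamar Blue viability fluorescence both relative to DMSO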
DENV2 CPE rescue: inhibitors of DENV2 cytopathic effect, primary screen, cell-based, plate reader, single concentration. DENV2-infected cells, cytopathic effect rescue. CPE inhibition, % at 9.99 µM. 350,000 tested, 1.7% active. AID 651640, 2012; in the data active means CPE inhibition above about 20%, passing the limit was not always enough; inconclusive means no clear call, values can overlap the other calls; tested in BHK-21 cells;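 further: 0% = median of neutral control wells and 100% = median of positive control wells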
ERp5 block: inhibitors of ERp5-driven insulin aggregation, primary screen, biochemical, turbidity, absorbance 650 nm, single point; 90 min; inhibition, % at 9.99 µM; 350,000 tested, 0.05% active; AID 651711, 2012;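 active means mean replicate inhibition above about 25%, with every replicate also reaching it, limit read from the data, passing the limit was not always enough; inconclusive means only one of those two criteria met; inactive means neither criterion met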
Target sequence (Q15084 whole entry, looked up): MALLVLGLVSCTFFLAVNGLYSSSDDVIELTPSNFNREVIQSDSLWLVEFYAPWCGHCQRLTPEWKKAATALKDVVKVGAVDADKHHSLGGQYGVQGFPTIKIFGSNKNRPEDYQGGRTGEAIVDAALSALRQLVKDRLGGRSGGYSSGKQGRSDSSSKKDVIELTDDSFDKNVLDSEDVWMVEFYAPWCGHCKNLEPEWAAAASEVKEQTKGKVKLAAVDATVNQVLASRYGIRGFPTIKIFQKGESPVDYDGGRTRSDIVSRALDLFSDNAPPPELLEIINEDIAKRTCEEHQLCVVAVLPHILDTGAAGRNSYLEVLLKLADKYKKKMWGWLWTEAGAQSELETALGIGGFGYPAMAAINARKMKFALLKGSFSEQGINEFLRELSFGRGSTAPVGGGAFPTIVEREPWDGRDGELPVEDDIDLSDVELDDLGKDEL
PAX8 reporter: inhibitors of PAX8-driven TPO luciferase reporter, primary screen, RMG-I cells, single concentration; AID 652154, 2013; SteadyGlo, 24 h; 360,000 tested, 1.2% active; inhibition, % at 12.6 µM;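 active means mean replicate inhibition at least 60% with every replicate also reaching 60%; inconclusive means only one of the two criteria is met; inactive means mean below 60% and not all replicates reaching 60%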;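 further: luciferase light reporting Pax8 driven TPO promoter activity; plate controls were median of neutral control wells for no effect and mitoxantrone controls for full effect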
F508del corr: F508del CFTR correction, initial screen, CFBE line, single point. 350,000 tested, 0.36% active. activity (quench increase), % at 7.58 µM. CFBE cells, YFP halide quenching; stimulated with forskolin plus potentiator P3; % fluorescence drop versus neutral controls. AID 720511, 2013;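 active means mean added fluorescence quench of at least 8% versus neutral control, with both replicates also reaching 8%; inconclusive means only one of the mean or replicate conditions met; inactive means mean below 8% and not both replicates reaching 8%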;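 further: cells transiently co-express mutant CFTR-F508del with the halide-sensitive YFP; corrector assay measuring rescue of mutant channel to the surface after 24 h compound exposure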
GSIS activator: GLuc luminescence reporter in INS-1E cells, primary screen for activators of glucose-dependent secretion of insulin; INS-1E GLuc reporter insulin secretion, 2-3 h; activation, % at 16.6 µM; AID 743287, 2014; 370,000 tested, 0.61% active;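 active means lowest replicate activation of at least 40%, so every replicate reaches that level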;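 further: 0% = median of neutral control wells and 100% = median of IBMX positive control wells; some compounds called inactive have numbers as strong as hits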
ARNT-TACC3 inh: disruptors of ARNT/TACC3 protein interaction, primary screen, biochemical, AlphaScreen, single concentration | Transforming acidic coiled-coil-containing protein 3 (Homo sapiens), Q9Y6A5 | AlphaScreen His-ARNT PAS-B/GST-TACC3 binding, luminescence; TACC3 fragment carries E629A point mutation | inhibition, % at 9.99 µM | 390,000 tested, 0.66% active | AID 623870, 2012;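 active means mean inhibition of replicates at least 50% and at least half of replicates each reaching 50%; inconclusive means half or more replicates reach 50% but mean below 50%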;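 further: 0% = complete ARNT plus TACC3 wells and 100% = ARNT alone without TACC3; many hits fall short of the cut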
* hit, by the source's call; ? = inconclusive; . = not tested or not shown. The order is random; 4.2% or so of the library scored in one or more.

SMILES | Xi reactivation | EWS-Fli inh | DENV2 CPE rescue | ERp5 block | PAX8 reporter | F508del corr | GSIS activator | ARNT-TACC3 inh
CC(C)C(=O)Nc1ccc2c(c1)C(=O)N(C)[C@@H]1CC[C@H](CC(=O)O)O[C@@H]1CO2 | 0.0 | 0 | -14 | -2 | -14 | -0.8 | 5 | .
Cc1csc(NC(=O)CSc2nc(=O)cc(N)n2-c2ccc(F)cc2)n1 | 0.1 | . | 13 | . | -1 | -1.4 | 7 | .
O=C(O)c1ccc(C(=O)C(=O)c2ccccc2)cc1 | -0.1 | -5 | -3 | 1 | 16 | -2.9 | 14 | -7
O=C(Nc1ccccc1)c1ccsc1 | 0.0 | . | . | . | -15 | . | 12 | -12
CSc1nc2ccc(NC(=O)CSc3nnc(N)s3)cc2s1 | . | -40 | -2 | -6 | . | -0.6 | 26 | 0
CCCN(C)C[C@H]1Oc2cc(C#CC(C)C)ccc2S(=O)(=O)N([C@@H](C)CO)C[C@H]1C | 0.3 | 8 | 6 | 1 | 28 | 1.9 | -6 | 3
CC1=C/C(=C\c2ccc(Br)o2)C(=O)O1 | -0.1 | 8 | -4 | 1 | 4 | . | 14 | -2
CCC(C)(C)n1nnnc1C(c1cc(OC)ccc1OC)N1CCN(Cc2ccccc2)CC1 (stereo not drawn) | 0.6 | 9 | 1 | 6 | 30 | -6.3 | -32 | 9
CC12CCC(C(=O)NCc3ccccc3Cl)(OC1=O)C2(C)C (stereo not drawn) | 0.5 | 4 | -6 | -2 | 15 | 2.0 | 2 | -6
CN(C)C(CNC(=O)c1ccc2ccccc2n1)c1ccccc1 (stereo not drawn) | 0.2 | -10 | -3 | 0 | 6 | -0.8 | -2 | 0
CCN(CC(=O)NC1CCS(=O)(=O)C1)S(=O)(=O)c1cc(Br)ccc1Br (stereo not drawn) | 0.3 | -6 | -5 | -1 | 5 | 0.9 | 0 | -21
CCOC(=O)C1=CCN(S(=O)(=O)c2cccc(Cl)c2)C1c1ccc(Cl)c(Cl)c1 (stereo not drawn) | 0.2 | 3 | -3 | 3 | -10 | 2.3 | -2 | .
COc1ccc(/C=N/NC(=O)C(=O)N2CCCC2)cc1OC | 0.0 | . | . | . | -15 | . | 9 | -4
C[C@H](NC(=O)C1CCN(C(=O)[C@H](Cc2ccccc2)NC(=O)OC(C)(C)C)CC1)C(=O)O | 0.1 | -10 | -1 | -1 | 9 | 0.4 | 7 | -13
COc1ccc(-c2nnc(SCC(=O)N3CCCCC3)o2)cc1 | 0.1 | -53 | -7 | 0 | -32 | -0.2 | 7 | 0
CCC1CCCCN1CCCNC(=O)c1csc2c1CCCCC2 (stereo not drawn) | 0.0 | 3 | -4 | . | 1 | -0.1 | 21 | 5
Cc1ccc(CN2CCC[C@]3(N[C@H](c4ccc(C)cc4)[C@@H]4C(=O)N(C)C(=O)[C@@H]43)C2=O)cc1 | 0.1 | -5 | ? | 2 | -1 | 2.0 | . | .
C[C@H](CO)N1C[C@H](C)[C@@H](CN(C)Cc2ccccc2C(=O)O)Oc2ncc(C3=CCCCC3)cc2C1=O | 0.0 | -4 | -1 | 2 | . | -2.6 | 8 | 13
CCOc1cc(CNC(=O)CCCn2c(=O)c3cccn3c3cccnc32)cc(OCC)c1OCC | 0.1 | -11 | -1 | -9 | 2 | -2.3 | -4 | -6
CCOC(=O)[C@]12CCCC=C1N(Cc1ccc(Cl)cc1Cl)C(=O)[C@H](CC(=O)N1CCC(c3ccccc3)CC1)C2 | 0.2 | 13 | -5 | -5 | 11 | -1.8 | 8 | .
CCC(=O)N1C[C@@H]2[C@H](c3ccccc31)[C@H](CO)N2C(=O)CC | 0.0 | 2 | -5 | 2 | -29 | 0.8 | 7 | 5
COc1ccccc1NC(=O)N(C)C[C@H]1OCc2ccccc2-c2c(n(C)c3ccccc23)C(=O)N([C@@H](C)CO)C[C@@H]1C | -0.1 | 11 | -9 | -3 | . | -3.2 | -32 | 4
Cc1ccccc1NC(=S)N(CCCN1CCCCC1)Cc1ccco1 | 0.1 | . | . | . | -14 | . | 1 | 8
CCS(=O)(=O)Nc1ccc2c(c1)C(=O)N(C)C[C@@H](OC)[C@H](C)CN(C(=O)CN(C)C)[C@@H](C)CO2 | 0.0 | 1 | 9 | -4 | . | 1.6 | 14 | -11
O=C(C[C@@H]1CC[C@H]2[C@@H](COC[C@H](O)CN2C(=O)Nc2ccc(C(F)(F)F)cc2)O1)NCCc1ccncc1 | 0.0 | -3 | -2 | 1 | -4 | 4.5 | -11 | 1

Next section:
SMILES | Xi reactivation | EWS-Fli inh | DENV2 CPE rescue | ERp5 block | PAX8 reporter | F508del corr | GSIS activator | ARNT-TACC3 inh
CCN(CC(=O)Nc1ccccc1C(F)(F)F)C(=O)c1ccc2c(=O)n3c(nc2c1)CCC3 | 0.2 | -5 | -4 | 5 | -39 | -1.0 | 7 | 3
CC(C)CCNC(=O)C1CCCN(S(=O)(=O)c2ccc(-n3cnnn3)cc2)C1 (stereo not drawn) | 0.0 | -1 | 10 | -4 | 10 | 0.8 | -3 | -4
CCOC(=O)CSc1nc2ccccc2n1CC(=O)NC(C)(C)C | . | -2 | -2 | 4 | . | -1.3 | 6 | -42
C[C@@H]1CN([C@@H](C)CO)C(=O)c2cc(C#CCC3CCCC3)cnc2O[C@H]1CN(C)CC1CCOCC1 | 0.8 | 9 | 4 | 1 | . | -1.1 | 3 | -2
COc1ccc(Cc2nnc(NC(=O)c3cc(OC)c(OC)c(OC)c3)s2)cc1 | 0.2 | 13 | 0 | 1 | -1 | 0.3 | -1 | -3
CCC(NC(=O)c1ccccc1NC(=O)C(C)(C)C)C(=O)N1CCCC1 (stereo not drawn) | 1.0 | 6 | -7 | 2 | 4 | -1.4 | -1 | -2
Cc1cccc2cc(/C=N/Nc3ccc(C(=O)O)cc3)c(Cl)nc12 | -0.1 | -84 | 0 | -6 | -195 | -6.2 | -16 | -7
Cc1ccc(C(=O)Oc2ccccc2N2C(=O)C3C4CCC(C4)C3C2=O)cc1 (stereo not drawn) | 0.0 | 2 | 1 | 0 | -18 | . | 6 | -24
CC(C)(C)NC(=O)C(=O)NCc1ccncc1 | 0.0 | 0 | 4 | 2 | -11 | . | 10 | -4
Cc1cc(Br)c(NC(=O)c2c(-c3c(Cl)cccc3Cl)noc2C)c(Br)c1 | 0.0 | 5 | 6 | 3 | 18 | 1.8 | -8 | -9
O=C(c1cccc(F)c1)N1CC(=O)N2[C@H](CO)[C@@H](c3ccc(-c4cccnc4)cc3)[C@@H]2C1 | 0.3 | . | -4 | -1 | . | -1.1 | 16 | .
Cc1cc(C)cc(NC(=O)c2ccc(S(=O)(=O)C(F)F)cc2)c1 | 0.0 | . | . | . | -1 | . | -12 | -9
CN(CC(=O)Nc1ccccc1Br)C(=O)c1cc([N+](=O)[O-])ccc1N1CCOCC1 | -0.1 | 2 | -3 | -9 | 20 | 1.9 | 0 | -3
CCC1(CC)NC(=O)N(CC(=O)N2CCN(S(=O)(=O)c3cccc(F)c3)CC2)C1=O | 0.2 | 3 | 1 | 15 | . | -1.4 | 13 | -7
O=C(CSc1nnc(CNC(=O)c2c(F)cccc2F)o1)c1ccccc1 | 0.0 | -4 | -3 | 1 | . | -1.4 | . | -3
Cc1ccccc1-c1ccc([C@H]2[C@@H](CO)N3CCCCN(C(=O)c4cccnc4)C[C@H]23)cc1 | 0.4 | 10 | 7 | -2 | -13 | 1.0 | 2 | -11
Cc1nnc(SCC(=O)NC2CCCCCC2)n1C | 0.3 | . | 8 | 4 | 6 | -5.5 | 1 | 2
Cc1ccc(C(=O)COC(=O)CCC(=O)Nc2ccccc2Cl)cc1[N+](=O)[O-] | 0.4 | -22 | . | . | -11 | . | 12 | -7
CCOC(=O)CCC(NC(=O)CCCCCCCCC(=O)NC(CCC(=O)OCC)C(=O)OCC)C(=O)OCC (stereo not drawn) | -0.2 | -2 | 10 | -4 | 5 | . | . | -13
CC(=O)Nc1ccc(S(=O)(=O)Nc2nnc(Cc3ccc(Cl)cc3)s2)cc1 | 0.1 | 0 | 9 | 1 | -8 | 0.8 | 25 | .
C[C@H](CO)N1C[C@H](C)[C@H](CN(C)C)Oc2cc(C#C[C@@H](C)O)ccc2S1(=O)=O | 0.7 | -6 | -3 | 0 | 5 | -1.2 | 7 | 3
Cc1noc(C)c1S(=O)(=O)Nc1ccc2c(c1)C(=O)N([C@H](C)CO)C[C@@H](C)[C@H](CN(C)C(=O)Nc1ccc(F)cc1)OCCCC[C@@H](C)O2 | 0.1 | 0 | 5 | 5 | 26 | -1.8 | -22 | -1
Cc1ccc(-c2nn(-c3ccc(F)cc3)cc2C(=O)N(C)CC(=O)Nc2ccc(N3CCOCC3)cc2)cc1 | -0.1 | 2 | 2 | 0 | 2 | -2.9 | -8 | 1
CCN(CC(=O)NCc1ccc(Cl)cc1)C(=O)/C=C/c1ccco1 | 0.4 | 2 | -4 | 0 | -2 | -1.4 | -10 | -8
C=CCN1Cc2ccccc2[C@H]2OC(c3ccc(OCCCO)cc3)=N[C@@]2(CCS(=O)(=O)c2ccccc2)C1=O | . | 9 | -1 | -3 | 1 | 2.3 | . | .

(more compounds)
SMILES | Xi reactivation | EWS-Fli inh | DENV2 CPE rescue | ERp5 block | PAX8 reporter | F508del corr | GSIS activator | ARNT-TACC3 inh
Cc1nc(Sc2ccc(Cl)cc2)c(C#N)c(C)c1[N+](=O)[O-] | 0.2 | 10 | 17 | 1 | -19 | -0.3 | 10 | -24
C[C@@H]1CN([C@H](C)CO)C(=O)c2cc(NC(=O)Cn3cnnn3)ccc2O[C@@H]1CN(C)C(=O)Nc1ccc(F)cc1 | 0.0 | 2 | 2 | -3 | -17 | -4.4 | -1 | -6
Cc1ccc(NC(=O)COC(=O)c2nn(-c3ccc(Cl)cc3)cc2O)cc1 | 0.1 | -2 | -4 | -2 | -97 | -0.4 | -7 | -5
Cc1ccc(CNS(=O)(=O)c2ccc(C(F)(F)F)cc2)n1C | 0.1 | 2 | -7 | -13 | 18 | 1.5 | 12 | 0
O=S(=O)(c1ccccc1)N1CCN(CCO)CC1 | 0.4 | 7 | -2 | 6 | -17 | 1.6 | 5 | 0
O=[N+]([O-])c1ccc(C[n+]2cc(-c3ccccc3)n3c2CCCCC3)cc1 | 0.6 | 4 | 1 | -8 | 0 | 0.6 | 13 | -6
O=C(c1ccccc1)N1N=C(C(F)(F)F)CC1(O)c1ccccc1O (stereo not drawn) | 0.1 | -18 | -2 | 2 | -22 | -3.5 | -19 | 3
COc1ccc(-n2c(SCC(=O)c3ccc[nH]3)nnc2-c2ccccc2)cc1 | 0.3 | . | . | . | 1 | . | 7 | 42
